# UbGFP stabilizer – ubiquitin-GFP accumulation via proteasome inhibition | 67,000 tested, under 10 active | Potency, µM (top dose mostly 45.9 µM), inactives show top-dose activation (GFP accumulation), actives largely listed as activators | Ubiquitin-GFP reporter cells, proteasome inhibition, GFP fluorescence; response scale: untreated = 0%, 10 µM MG-132 = 100%; active = well fitted activation curve with a large enough effect, not every such curve was filed as active; inconclusive = small, poorly fitted or top-dose-only effect, or another doubt; inactive = no such curve, though single readings can be large or run the other way; also: potency is read from the fitted curve at half-maximal effect
#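 Reporter cells (U2OS, ubiquitin-G76V-GFP fusion) are plated overnight, then treated 4 hr at 37 °C with compound titrations from 46 uM down to 2.9 nM. Activity is scaled against untreated cells and 10 uM MG-132.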
# GFP derepression – epigenetic modulators derepressing GFP locus in mouse cells; mouse C127i GFP locus derepression, cytometry, 30 h; 68,000 tested, 0.09% active; Potency, µM (series often up to 46.1 µM), for the others: at the top dose GFP derepression (activation); also: % of control where 0% means no effect
#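 Read-out is the number of GFP-positive cells, scored as fluorescent objects 20 to 120 um wide, reflecting derepression of a silenced CMV-GFP reporter in murine C127i cells after 30 h compound exposure at 37 C.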
# CRE-bla Fsk – CRE-bla signaling modulation under forskolin stimulation | CHO CRE-bla reporter (cAMP response element driving beta-lactamase), forskolin EC10, beta-lactamase ratio | Potency, µM (top dose mostly 38.2 µM), without a hit: top-dose activity change, negative = inhibition, most hits filed as activators | 71,000 tested, 2.5% active | AID 662; active = well fitted activation curve with a large enough effect in the signal ratio, with a control signal flat, not every such curve was filed as active; inconclusive = small, poorly fitted or top-dose-only effect, or effect the other way, or a change in a side signal; the % refers to the signal ratio; also: potency is read from the fitted curve at half-maximal effect; % of control where 0% means no effect
#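 Reporter-gene assay: CHO cells with beta-lactamase behind cAMP responsive elements, co-treated with compound and EC10 NKH 477 for 3 hours at 37 degrees Celsius. Activity came from the 460/530 nm CCF4 emission ratio.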
# BRCT PPI green – blocks human BRCA1 BRCT binding to phosphopeptide, green readout; P38398; AID 875; 75,000 tested, 0.05% active; BRCA1 BRCT-phosphopeptide binding, green fluorescence polarization; Potency, µM (titrated, usually from 76.9 µM), inactives show at the highest dose activity change, negative = inhibition, hits mostly inhibitors;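 also: potency is read from the fitted curve at half-maximal effect; plate controls were peptide without protein for full effect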
#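 Fluorescence polarization: His-tagged BRCT (~35 kDa BRCA1 C-terminus, 250 nM) bound to 100 nM fluorescein-labeled phosphorylated 10-aa BACH1 peptide, pH 7.3 phosphate buffer with DTT and Tween 20. Compounds incubated 12 min at room temperature; inhibition read as lowered polarization.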
# USP2a inhib – inhibitors of human ubiquitin-specific protease USP2a; 60,000 tested, 0.1% active; O75604; AID 927; USP2a enzymatic assay, qHTS inhibition; Potency, µM (series often up to 38.3 µM), inactives show at the highest dose activity change, negative = inhibition, actives largely listed as inhibitors;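 also: potency is read from the fitted curve at half-maximal effect; nearly all actives have a fitted effect of over 60% in size; plate controls were DMSO for no effect and NEM full inhibition control for full effect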
#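 USP2 core (20nM final) preincubated 30 min RT with compound, then Ub-PLA2 20nM and NBD C6-HPC 20uM final added; buffer 20mM Tris-HCl pH 8.0, 2mM CaCl2. Fluorescence Ex 460/Em 535 read at 0 and 2.5 h; normalized to NEM.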
# Hsp90 Hop PPI – changes Hsp90-Hop TPR2A binding signal, up or down | AlphaScreen TPR2A-His6 binding biotin-Hsp90 C-terminal peptide | 71,000 tested, 0.44% active | Potency, µM (doses to about 57 µM), inactives show top-dose activity change, negative = inhibition; active = well fitted curve in either direction with a large enough effect; inconclusive = small, poorly fitted or top-dose-only effect, or another doubt; also: potency is read from the fitted curve at half-maximal effect; % is scaled to controls: 0 for no effect and ±100 for the full control effect; many of its hits are not listed in these tables
# 15-hLO inh – inhibitors of human 15-lipoxygenase (ALOX15); purified 15hLO-1, xylenol orange hydroperoxide absorbance; Potency, µM (doses to about 57.1 µM), for inactives: at the highest dose activity change, negative = inhibition, actives largely listed as inhibitors; 74,000 tested, 1.4% active; AID 887; also: potency is read from the fitted curve at half-maximal effect; % is scaled to controls: 0 for no effect and ±100 for the full control effect; nearly all actives have a fitted effect of over 55% in size
# Target sequence (P16050 whole entry, looked up): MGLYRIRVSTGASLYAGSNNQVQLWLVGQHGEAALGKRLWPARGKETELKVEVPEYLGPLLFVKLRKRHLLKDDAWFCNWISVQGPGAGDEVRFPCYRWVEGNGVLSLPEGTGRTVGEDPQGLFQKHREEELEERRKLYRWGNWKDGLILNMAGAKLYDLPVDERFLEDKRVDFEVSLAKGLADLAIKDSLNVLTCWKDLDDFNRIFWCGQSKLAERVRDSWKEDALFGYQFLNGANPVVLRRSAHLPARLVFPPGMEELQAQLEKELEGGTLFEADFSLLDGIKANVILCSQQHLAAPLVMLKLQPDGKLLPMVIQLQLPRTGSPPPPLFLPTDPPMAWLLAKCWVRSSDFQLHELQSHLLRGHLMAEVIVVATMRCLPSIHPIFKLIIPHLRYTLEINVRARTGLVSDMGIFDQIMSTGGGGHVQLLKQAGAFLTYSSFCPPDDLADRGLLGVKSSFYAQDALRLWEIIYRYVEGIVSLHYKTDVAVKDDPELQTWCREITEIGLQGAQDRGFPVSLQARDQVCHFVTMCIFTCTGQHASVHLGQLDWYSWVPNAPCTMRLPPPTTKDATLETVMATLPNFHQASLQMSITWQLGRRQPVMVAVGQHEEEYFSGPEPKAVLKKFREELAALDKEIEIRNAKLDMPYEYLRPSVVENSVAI
#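 Purified human 15hLO-1 (40 nM) in 25 mM Hepes pH 7.5, 0.01% Triton X-100, preincubated 15 min RT with compound, then 50 uM arachidonic acid for 6 min. Hydroperoxide read by ferrous/xylenol orange, 30 min; 573/405 nm absorbance ratio gave progress.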
# HBB splicing – modulators of hemoglobin beta chain splicing; HBB splicing reporter cell assay, activation; EGFP reporter with mutant IVS2-654 intron; response scale: normalised to 500 nM splice-correcting PNA; Potency, µM (titrated, usually from 46.1 µM), inactives show top-dose activation, most hits filed as activators; 65,000 tested, 0.06% active; AID 925; also: potency is read from the fitted curve at half-maximal effect; 0% is about no effect
#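 HeLa cells stably expressing EGFP interrupted by mutant beta-globin intron 2 (IVS2-654), 500/well in 2% FCS. Treated with compound for 2 days at 37C. Splicing correction scored as total well GFP intensity (488 nm excitation, 500-520 nm emission); 500 nM antisense PNA served as control.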
# BRCT inh red – BRCT-phosphoprotein interaction inhibition (red fluorophore); P38398; BRCT-phosphopeptide binding, red fluorescence polarization; Potency, µM (top dose mostly 76.9 µM), inactives show at the top dose activity change, negative = inhibition, hits mostly inhibitors; 75,000 tested, 0.03% active; AID 892; also: % is scaled to controls: 0 for no effect and ±100 for the full control effect
#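 Rhodamine-labelled pBACH1 10-mer (100 nM) bound to BRCT domain (100 nM) at pH 7.3; compounds incubated 12 min room temperature, polarization read. Free peptide defines full inhibition; unlabelled decapeptide titrated as control.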
# Pol III holo inh – DNA polymerase III holoenzyme inhibition; AID 603; Potency, µM (series often up to 57.1 µM), for inactives: top-dose activity change, negative = inhibition; 71,000 tested, 0.25% active; reconstituted DNA polymerase III holoenzyme replication, biochemical; also: potency is read from the fitted curve at half-maximal effect; % is scaled to controls: 0 for no effect and ±100 for the full control effect
#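 Reconstituted *E. coli* holoenzyme (0.35 nM Pol III, 1 nM beta, 154 nM SSB, 2 nM primase) was preincubated with compound for 15 min at RT. Synthesis on 1.4 nM ssM13Gori ran 35 min, then was stopped with PicoGreen/EDTA and read as dsDNA fluorescence.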
# HADH2 inh – HADH2 (human) dehydrogenase inhibition. Q99714. recombinant HADH2, NADH fluorescence, beta-hydroxybutyryl-CoA. Potency, µM (highest dose often 57.1 µM), for inactives: at the highest dose activity change, negative = inhibition, hits mostly inhibitors. 73,000 tested, 3.4% active. AID 886; also: potency is read from the fitted curve at half-maximal effect; % is scaled to controls: 0 for no effect and ±100 for the full control effect; nearly all actives have a fitted effect of over 60% in size; many of its hits are not listed in these tables
# Target sequence (Q99714 whole entry, looked up, one chain of several): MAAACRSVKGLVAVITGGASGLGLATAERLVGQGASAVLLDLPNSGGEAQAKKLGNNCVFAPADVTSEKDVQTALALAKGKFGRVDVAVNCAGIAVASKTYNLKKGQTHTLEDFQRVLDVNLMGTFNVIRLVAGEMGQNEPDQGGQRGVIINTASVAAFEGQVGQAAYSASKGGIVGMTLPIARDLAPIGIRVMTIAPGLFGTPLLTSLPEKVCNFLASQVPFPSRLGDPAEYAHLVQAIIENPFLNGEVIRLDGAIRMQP
#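 His-tagged recombinant enzyme from E. coli, 20 nM, preincubated 15 min RT with compound; reaction started with 1 mM NAD+ and 90 uM beta-hydroxybutyryl-CoA in 100 mM Tris-HCl pH 9.0. NADH fluorescence (ex 360/em 450) read over 4 min; last-minus-first difference.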
# Numbers without * were called inactive; u = inconclusive; x = no result given; [ ] = dose if it differs, or a comment. Unless noted, calls follow the shape of the dose curve; as a rule, active = well fitted curve in the direction sought with a large enough effect; inconclusive = small, poorly fitted or top-dose-only effect, or another doubt; inactive = no such curve, though single readings can be large; an effect the other way counts as inactive or inconclusive.
SMILES,UbGFP stabilizer,GFP derepression,CRE-bla Fsk,BRCT PPI green,USP2a inhib,Hsp90 Hop PPI,15-hLO inh,HBB splicing,BRCT inh red,Pol III holo inh,HADH2 inh
O=c1c2ccccc2nc(SCc2nnc(-c3ccccc3Br)o2)n1-c1ccccc1,6%,1%,2.5µM*,2.5%,45%[activator],-2%,-11%,-4.8%,-1.8%,-5%,1%
Cc1ccc(S(=O)(=O)NCCCN2CCOCC2)cc1C,9%,9%,2%,-0.6%,1%,-4%,-1%,0.2%,-0.7%,-8%,7%
CN1C2CCC1CC(OC(=O)c1c[nH]c3ccccc13)C2 (configuration not stated),0%,1%,u,-1.1%,-8%,0%,-3%,0.1%[57.5 µM],-0.7%,-8%,-3%
COc1ccc(CC(=O)Nc2ccc(N3CCN(c4ccc(OC)cc4)CC3)c(C#N)c2)cc1,10%,0%,2%,-0.9%,34%[activator],-4%,u,1.0%,-1.5%,1%,-7%
Cc1cc(C(=O)CC#N)c(C)n1-c1ccc(OC(F)F)cc1,-4%,0%,23%,0.7%,16%,-11%,-18%,-0.2%[57.5 µM],-1.6%,-5%,-3%
COCC(=O)NC(C)c1nc2ccccc2[nH]1 (configuration not stated),-15%,2%,u,-1.7%,-11%,1%,-3%,0.3%,0.7%,-2%,-2%
CNC(=O)C1CC(=O)N(c2ccc(F)c(Cl)c2)C1 (configuration not stated),-4%,2%,-14%,-1.8%,3%,-1%,3%,-3.4%,1.1%,-3%,0%
COc1ccc(CNC(=O)c2ccc(CN3CCOCC3)cc2)cc1,16%,3%,-1%,-0.6%,-4%,1%,5%,-4.2%,0.9%,6%,3%
CCOC(=O)C1CCCN(C(=O)c2ccc(CS(=O)(=O)c3ccc(C)cc3)o2)C1 (configuration not stated),6%,x,-9%,-2.6%,x,0%[2.3 µM],-10%,-0.7%,-0.7%,-9%,-13%
Cc1cc2n(n1)C(c1ccccc1Cl)Nc1ccccc1-2 (configuration not stated),5%,1%,13µM*,0.7%,3%,1%,-3%,1.1%,1.5%,-4%,-17%
O=C(OCc1cc(Cl)ccc1OC(F)F)c1cc(S(=O)(=O)O)ccc1O,5%,4%,-9%,-1.1%,4%,0%,9%,0.2%[57.5 µM],-0.3%,-8%,15%
CC(C)Cn1c(SCc2nnc(-c3cccs3)o2)nc(O)cc1=O,3%,8%,-10%,-1.5%,11%,-6%,-2%,0.1%[57.5 µM],-0.6%,0%,-8%
CN1CCN(c2cc3c(c4c2[nH]c2ccccc24)C(=O)CC(C)(C)C3)CC1,0%,x,-5%,-1.8%,x,-3%[2.3 µM],-17%,-0.7%,1.0%,-11%,-2%
CCOc1ccc(NC(=O)c2oc3ccccc3c2NC(=O)C2CC2)cc1,-2%,0%,4%,2.0%,16%,-3%,-3%,-0.4%,1.2%,0%,38%[activator]
CCCn1c(-c2ccc(F)cc2)nc2c(NCCN(CC)CC)nc(C)nc21,-2%,x,9%,-1.2%,x,2%,4%,-0.2%,-1.8%,0%,30%[activator]
O=C(Cn1ncc2ccccc21)N1CCc2ccccc21,-9%,0%,-12%,-0.5%,x,-4%,-1%,0.2%,-1.4%,-17%,-10%
COc1ccccc1N1CCN(C(=O)c2ccc(NC(C)=O)cc2)CC1,-1%,4%,-1%,-4.2%,18%,-1%,11%,x,-0.2%,-4%,-14%
O=C(CN1CCCN(S(=O)(=O)c2ccc(F)cc2)CC1)Nc1ccccc1Br,4%,0%,u,-1.4%,-9%,8%,u,4.6%,-0.5%,3%,-1%
COc1ccc(OCc2nn3c(-c4ccccn4)nnc3s2)cc1,4%,-3%,19%,1.8%,7%,-18%,5%,-2.1%[0.369 µM],-1.0%,-8%,-4%
Cc1cc(OCc2nnc(SCC(=O)OC3CCCCC3)o2)ccc1Cl,-2%,0%,-7%,-1.3%,5%,1%,6%,-0.3%[57.5 µM],-1.6%,0%,-12%
O=C(Nc1ccccc1)N1CC=C(c2ccc(F)cc2)CC1,7%,2%,-10%,-4.6%,13%,2%,u,-0.8%,-1.3%,-3%,-7%
CCOC(=O)N1CCC(NC(=O)c2ccc3c(c2)ncn3C2CCCC2)CC1,11%,1%,u,5.2%,1%,-2%,2%,0.9%[57.5 µM],-0.2%,-5%,-8%
COc1ccc(/C(O)=C2/C(=O)C(=O)N(CCN(C)C)C2c2ccccc2)cc1Cl (configuration not stated),2%,-4%,-1%,0.2%,0%,-1%,-3%,-0.8%[9.22 µM],0.9%,2%,-12%
COc1ccc(N2CCN(C(c3nnnn3CCc3ccccc3)C(C)C)CC2)cc1 (configuration not stated),3%,0%,-7%,2.1%,4%,-15%,-12%,-1.3%,0.1%,-7%,-3%
CCOc1cc(C)c(S(=O)(=O)N2CCCC2)cc1C,4%,-4%,11%,2.2%,-17%,6%,-10%,1.1%,-1.0%,-1%,10%

# Sorted by molecular weight (high to low): some entries from above.
SMILES,UbGFP stabilizer,GFP derepression,CRE-bla Fsk,BRCT PPI green,USP2a inhib,Hsp90 Hop PPI,15-hLO inh,HBB splicing,BRCT inh red,Pol III holo inh,HADH2 inh
COc1ccc(OCc2nn3c(-c4ccccn4)nnc3s2)cc1,4%,-3%,19%,1.8%,7%,-18%,5%,-2.1%[0.369 µM],-1.0%,-8%,-4%
Cc1ccc(S(=O)(=O)NCCCN2CCOCC2)cc1C,9%,9%,2%,-0.6%,1%,-4%,-1%,0.2%,-0.7%,-8%,7%
O=C(Nc1ccccc1)N1CC=C(c2ccc(F)cc2)CC1,7%,2%,-10%,-4.6%,13%,2%,u,-0.8%,-1.3%,-3%,-7%

# An excerpt from above in order of their number in HADH2 inh, high to low.
SMILES	HADH2 inh
O=C(CN1CCCN(S(=O)(=O)c2ccc(F)cc2)CC1)Nc1ccccc1Br	-1%
CN1C2CCC1CC(OC(=O)c1c[nH]c3ccccc13)C2 (configuration not stated)	-3%
COc1ccc(OCc2nn3c(-c4ccccn4)nnc3s2)cc1	-4%

# (cont.)
SMILES,UbGFP stabilizer,GFP derepression,CRE-bla Fsk,BRCT PPI green,USP2a inhib,Hsp90 Hop PPI,15-hLO inh,HBB splicing,BRCT inh red,Pol III holo inh,HADH2 inh
CCOC(=O)N1CCN(c2ccc(Cl)c(Cl)c2)CC1,-1%,-2%,u,0.8%,-5%,8%,-20%,3.0%,0.0%,3%,-8%
Cc1cccc(CNC(=O)c2ccccc2N)c1,1%,3%,-2%,-2.6%,-1%,0%,0%,-2.3%,0.7%,-2%,25µM*
CCOc1ccc(Cl)cc1S(=O)(=O)N1CCCC1,5%,5%,-19%,-1.7%,-7%,-2%,4%,0.6%,-1.0%,-5%,-8%
COc1ccccc1C1CC(c2ccc(C)cc2)Nc2ncnn21 (configuration not stated),x,0%,-1%,-0.9%,16%,0%,32%[activator],-0.4%[0.369 µM],-1.2%,0%,2%
COc1ccc(NC(=O)NCCN2CCc3ccccc3C2)cc1,2%,6%,11%,0.0%,1%,-4%,-6%,-1.3%,-1.3%,2%,u
CC(C)COC(=O)Nc1ccccc1C(=O)N1CCOCC1,4%,0%,u,2.0%,6%,-16%,14%,2.8%,-0.9%,-4%,3%
C=CCN1C(=O)/C(=C2/Sc3ccccc3N2CCCS(=O)(=O)O)SC1=S,-1%,-1%,24%,-7.7%,-10%,-1%,u,-1.8%,-4.1%,-9%,10µM*
COC(=O)CSc1n[nH]c(-c2ccncc2)n1,8%,5%,u,-1.9%,-1%,-16%,6%,2.3%,1.4%,-4%,2%

# Screening data (PubChem BioAssay)

# Some of the compounds tested. The share of hits here may be higher or lower than overall.
